TROY NFkB inh: blocks TROY-dependent signaling in reporter cells | Q293 LMP1-TROYcd NF-kB luciferase reporter, 4 h | inhibition, % at 10 µM | hit rate 0.98% among 360,000 | AID 1347056;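 active = compounds whose plate-normalised and pattern-corrected inhibition of the luciferase reporter signal at the single screening dose is 50% or more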
TRAIL sens C8: caspase-8 TRAIL sensitization. NB7+C8 cells + TRAIL, ATPlite viability luminescence. inhibition (viability loss, TRAIL sensitization), % at 10 µM. hit rate 1% among 360,000. AID 624354;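 active = compounds causing at least 50% loss of cell viability in the single-dose screen, relative to plate controls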
SRC3 inh: human NCOA3 inhibition | hit rate 0.17% among 360,000 | inhibition, % at 3.6 µM | Q9Y6Q9 | HEK293 GAL4-SRC3 luciferase reporter, luminescence;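 active = inhibition above a per-campaign cutoff, the mean of all compounds plus 3 SD, cut at about 60% in these data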;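 also: 0% = DMSO-treated cells and 100% = gossypol-treated cells at 36 µM; higher means less SRC3-driven luciferase light from the GAL4 reporter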
NR5A2 inv ag: NR5A2 inverse agonism in reporter assay. O00482. HEK293T StAR-luciferase reporter, LRH-1 transfected, 24 h. inhibition, % at 3.6 µM. hit rate 0.13% among 360,000;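 active = inhibition above the mean inhibition of all tested compounds plus 3 SD, cut at about 73% in these data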;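 also: 0% = DMSO wells and 100% = reporter-only cells lacking LRH-1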
SRC2 inh: human SRC2 (NCOA2) inhibition. inhibition, % at 9 µM. AID 651957. HEK293 GAL4-SRC2 luciferase reporter, luminescence. Q15596. hit rate 0.17% among 370,000;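 active = inhibition above the mean inhibition of all tested compounds plus 3 SD, set per campaign, cut at about 52% in these data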;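 also: 0% = DMSO treated cells and 100% = cells given Gossypol at 36 µM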
TLR9-MyD88 inh: TLR9-MyD88 interaction inhibition; CHO BLA complementation TLR9-MyD88, CCF4 FRET ratio; inhibition, % at 4.98 µM; hit rate 0.21% among 340,000;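 active = inhibition above the mean over all tested compounds plus 3 SD, cut at about 21% in these data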;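 also: 0% = DMSO only wells and 100% = clavulanate BLA inhibitor control wells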
NCOA1 inh: human NCOA1 inhibition; Q15788; HEK293 GAL4-SRC1 luciferase reporter, luminescence; inhibition, % at 3.6 µM; hit rate 0.12% among 360,000;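 active = inhibition above the campaign mean plus 3 SD, with each screening campaign given its own cutoff, cut at about 60% in these data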;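 also: 0% = DMSO treated cells and 100% = gossypol at 36 µM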
NR2F2 inh: blocks human COUP-TFII nuclear receptor. P24468. HEK293T NGFI-A luciferase reporter, luminescence. inhibition, % at 8.6 µM. hit rate 0.7% among 370,000;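 active = inhibition above a per-plate cutoff, mean inhibition of test wells between control levels plus 3 SD, cut at about 38% in these data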;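 also: cells cotransfected with COUP-TFII expression vector driving the NGFI-A reporter; 0% = median of COUP-TF2 test wells and 100% = reporter-only cells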
Target sequence (P24468 whole entry, looked up): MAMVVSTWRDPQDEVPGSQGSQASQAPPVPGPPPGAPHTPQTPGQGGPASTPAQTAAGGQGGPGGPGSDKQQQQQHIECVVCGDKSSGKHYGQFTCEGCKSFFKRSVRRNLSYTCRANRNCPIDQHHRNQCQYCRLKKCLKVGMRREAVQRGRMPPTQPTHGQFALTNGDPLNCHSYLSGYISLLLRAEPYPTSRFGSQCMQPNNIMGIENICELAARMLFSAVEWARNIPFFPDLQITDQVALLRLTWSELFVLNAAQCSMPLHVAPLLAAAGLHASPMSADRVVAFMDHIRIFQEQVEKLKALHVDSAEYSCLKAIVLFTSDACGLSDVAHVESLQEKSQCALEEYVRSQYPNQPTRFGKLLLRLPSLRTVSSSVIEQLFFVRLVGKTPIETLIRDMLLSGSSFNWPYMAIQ
Vif inh: inhibitors of HIV Vif; HEK293T cells, Vif self-association by quenched fluorescence, imaging, 24 h; inhibition, % at 7.49 µM; hit rate 0.35% among 340,000; AID 602346; in the data active = inhibition above about 50%, passing the limit was not always enough; inconclusive = no clear call, values can overlap the other calls; inactive = below about 31%; also: some results filed as inactive read as strong as hits
EBV LMP1 NFkB: Epstein-Barr LMP1 NF-kappaB reporter inhibition | LMP1-induced NF-kappaB luciferase reporter cells, luminescence | inhibition, % at 12.5 µM | hit rate 0.69% among 350,000; in the data active = inhibition above about 41%; inconclusive = no clear call, values can overlap the other calls;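 also: 0% = neutral control wells and 100% = reference inhibitor control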
NOD2-RIPK2 inh: inhibitors of human NOD2-RIPK2 interaction. CHO BLA complementation NOD2-RIPK2, CCF4 ratio. inhibition, % at 4.98 µM. hit rate 0.38% among 360,000; in the data active = inhibition above about 21%;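 also: 0% = vehicle only and 100% = reference blocker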
Target sequence (O43353 whole entry, looked up): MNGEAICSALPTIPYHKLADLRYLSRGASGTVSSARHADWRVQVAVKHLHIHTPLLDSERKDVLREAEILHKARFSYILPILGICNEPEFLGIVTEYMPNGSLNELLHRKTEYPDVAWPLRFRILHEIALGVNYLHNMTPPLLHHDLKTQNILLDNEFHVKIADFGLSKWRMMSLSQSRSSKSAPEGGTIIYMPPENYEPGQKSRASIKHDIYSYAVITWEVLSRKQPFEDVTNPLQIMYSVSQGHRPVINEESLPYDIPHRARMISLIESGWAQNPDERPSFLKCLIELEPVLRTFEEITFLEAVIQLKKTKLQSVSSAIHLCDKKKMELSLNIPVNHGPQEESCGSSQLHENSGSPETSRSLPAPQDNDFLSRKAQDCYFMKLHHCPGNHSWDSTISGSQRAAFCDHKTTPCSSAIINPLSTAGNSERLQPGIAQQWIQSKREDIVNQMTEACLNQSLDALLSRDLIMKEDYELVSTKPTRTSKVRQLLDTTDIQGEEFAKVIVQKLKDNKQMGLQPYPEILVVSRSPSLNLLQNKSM
The depositor's hits bear a star; u = inconclusive; x = no result given. Only part of the results is shown; count on the stated rates, not on these rows.

Results follow in this order: TROY NFkB inh	NR2F2 inh	EBV LMP1 NFkB	NOD2-RIPK2 inh	SRC2 inh	Vif inh	NR5A2 inv ag	SRC3 inh	NCOA1 inh	TLR9-MyD88 inh	TRAIL sens C8
1) CN1CCN(c2nc(-c3ccccc3)ncc2S(C)(=O)=O)CC1
 : 1	6	-3	-9	17	-8	0	1	-16	6	-9
2) CCOC(=O)c1cc2c(=O)n3ccccc3nc2n(CCOC)c1=NC(=O)c1ccncc1
 : -3	3	0	-5	-9	3	6	-4	-24	-14	-14
3) Cc1ccc(-c2n[nH]c(=O)c3ccccc23)cc1S(=O)(=O)Nc1ccc(F)cc1
 : 30	18	9	-6	-26	-2	10	-11	-9	0	5
4) CCN(CC(=O)NCc1ccc(Cl)cc1)C(=O)COc1cccc(Cl)c1
 : 12	9	-1	-8	8	-2	-21	5	-9	6	-5
5) CON(C)S(=O)(=O)c1cccc(C(=O)Oc2ccc(N(C)S(=O)(=O)c3ccccc3)cc2)c1
 : 6	-8	-4	-3	-3	9	-17	-6	-5	-6	-3
6) O=C(CCN1C(=O)S/C(=C\C=C\c2ccccc2)C1=O)Nc1ccc(O)cc1
 : -6	-17	-42	14	-30	3	-97	-104	-99	-8	24
7) CCOC(=O)/C=C1\SCC(=O)N1CC(=O)Nc1ccc2c(c1)CCC2
 : -4	7	16	1	10	-4	-16	0	8	-1	-3
8) Cc1cccc(NC2=C/C(=N/S(=O)(=O)c3cccs3)c3ccccc3C2=O)c1
 : 32	-1	-2	-2	11	4	8	-16	-4	5	95*
9) CC(C)Oc1ccc(C(=O)Nc2ccc([N+](=O)[O-])cc2)cc1
 : -17	-15	-14	-1	-35	-3	-64	-34	-77	-2	3
10) COc1cc(NC(=O)c2ccco2)ccc1NC(=O)C(C)C
 : -7	9	1	0	3	1	-14	-7	1	4	-12
11) CSc1ncccc1C(=O)OCC(=O)N(CC(C)C)c1c(N)n(Cc2ccccc2)c(=O)[nH]c1=O
 : 8	21	1	0	-14	9	-2	11	11	-5	-6
12) CCNC(=S)NC1CC2CCCC(C1)N2CCc1ccccc1 (stereo not drawn)
 : 8	-7	5	-1	-20	4	10	10	8	-9	-8
13) Cc1ccc(NC(=O)c2sc3ncn(CC(=O)N4CCN(c5ccccn5)CC4)c(=O)c3c2C)cc1F
 : 16	3	-6	-1	7	u	-25	-1	3	-1	5
14) CCN(C(=O)c1cn(C)c(=O)c2cc(OC)c(OC)cc12)c1ccccc1C
 : -11	-4	1	1	18	-4	8	15	-20	-4	-3
15) COc1ccc(NC(=O)CCNC(=O)Cn2cnc3sc4c(c3c2=O)CCCC4)cc1OC
 : 12	-8	-5	-7	-4	-5	13	-23	-1	2	-7
16) O=C(N/N=C/c1ccoc1)c1ccc(Cl)cc1
 : -22	10	-3	-8	-31	1	-14	2	-64	-2	3
17) Cc1ccc(SCC(=O)OCC(=O)NC2CCCCCCC2)cc1
 : -1	-7	-10	-3	4	-8	-14	9	-7	2	-13
18) CC(C)OP(=O)(OC(C)C)C(Nc1ccccn1)c1ccc(F)cc1 (stereo not drawn)
 : -11	5	-4	1	-8	-3	5	5	-5	-2	8
19) CCOC(=O)C1=C(COC(=O)/C=C/c2ccc(C)o2)NC(=O)NC1C (stereo not drawn)
 : -20	-19	2	-8	-2	1	-32	3	4	0	0
20) Cc1ccccc1-c1nnc(SCc2ccccc2F)o1
 : -25	-36	-29	-1	-28	0	-136	-108	-111	2	17
21) CCN(CC)CCn1c(=S)[nH]c2cc(C(=O)NCc3ccc(C)cc3)ccc2c1=O
 : -9	0	-7	1	-8	2	3	1	-8	0	19
22) Cc1cc(C(=O)N2CCCC(C(=O)c3cccc4ccccc34)C2)nc(C)n1 (stereo not drawn)
 : 5	-23	4	-5	13	-1	-1	14	6	-1	5
23) CCCS(=O)(=O)c1nc(S(=O)(=O)c2ccc(C)cc2)c(N2CCN(C)CC2)s1
 : 12	2	-4	1	13	-1	-7	-29	5	-21	-5
24) COc1ccc(Cn2nnnc2C(C(C)C)N2CCN(c3ccccc3OC)CC2)cc1 (stereo not drawn)
 : 10	-63	3	-6	3	-12	-1	13	-3	-11	11
25) O=C(CCS(=O)(=O)c1ccc(Br)cc1)N1CCN(Cc2ccccc2)CC1
 : 13	12	-6	2	-9	2	9	-16	-2	0	-12
26) Cc1ccc(OCc2nc(-c3ccc(Cl)cc3)n[nH]2)cc1
 : -33	-27	6	-10	-8	0	-41	0	-11	4	-29
27) CCCN1CCC(CCOc2ccccc2)(C(=O)OCC)CC1
 : 16	13	-1	-3	-18	-4	-20	1	-15	-7	4
28) O=C(NCC1CCN(Cc2ccccc2F)CC1)Nc1cc(F)ccc1F
 : -2	-4	4	9	-9	0	3	6	4	2	5
29) O=C1NC[C@H](CC2CCCCC2)N(CCc2cccc(F)c2)C1=O
 : 10	-3	2	-13	3	8	1	-13	-12	6	20
30) O=c1c2ccccc2nc2n1CCS2(=O)=O
 : -4	-5	7	-1	-19	0	-6	11	-6	x	-30

Taken from above:
NOD2-RIPK2 inh result of entry 5 stands at -3
NOD2-RIPK2 inh result of entry 24 stands at -6

Going on with the list.
Results follow in this order: TROY NFkB inh	NR2F2 inh	EBV LMP1 NFkB	NOD2-RIPK2 inh	SRC2 inh	Vif inh	NR5A2 inv ag	SRC3 inh	NCOA1 inh	TLR9-MyD88 inh	TRAIL sens C8
31) CCC(=O)Nc1nnc(S(=O)(=O)N2CCCc3ccccc32)s1
 : -2	-2	-10	-10	0	10	7	-4	14	-5	19
32) CC(=O)c1ccc(N2CCN(c3ccccc3O)CC2)c([N+](=O)[O-])c1
 : -18	-2	-2	-6	-12	-3	-10	-4	9	4	-6
33) CC(=O)C1=CCC(c2ccccc2)N(Cc2ccccc2)C1 (stereo not drawn)
 : x	-4	x	-2	14	x	34	x	x	x	-9
34) Cn1c(=O)c2nc(Cl)c(-c3ccccc3)nc2n(C)c1=O
 : -2	4	-3	-3	0	5	-15	-7	10	-3	11
35) CCN1C(=O)c2ccccc2S(=O)c2ccc(C(=O)N3CCN(C(=O)c4ccco4)CC3)cc21 (stereo not drawn)
 : 3	13	-8	-2	-19	2	12	4	-1	-3	-16
36) O=C(CSc1ccccn1)Nc1nc2c(ccc3ccccc32)s1
 : -2	-23	-6	0	3	-6	-24	-6	-23	0	-2
37) Cc1c(C(=O)NC(=S)NCc2cccnc2)cccc1[N+](=O)[O-]
 : -2	-7	-12	-9	-22	x	41	-7	-9	-1	-12
38) CCOc1cccc(CN2CCC(Oc3ccc(C(=O)N4CCCC4)cc3)CC2)c1O
 : -7	2	-3	0	-7	7	6	9	-10	-2	-13
39) S=c1[nH]ncn1/N=C/c1cccs1
 : 1	15	-1	-16	-16	-5	-9	-5	-20	0	-35
40) O=C(c1ccc(-c2ccccc2)cc1)N1CCN(c2ccccc2)CC1
 : -39	-37	-10	0	-36	12	-19	-22	-39	8	5
41) C=CCOC(=O)C1=C(C)NC(SCC(=O)OCC)=C(C#N)C1c1ccc(O)c(OC)c1 (stereo not drawn)
 : 13	x	10	8	x	-1	6	1	0	-9	-27
42) COc1ccc(CCCc2nnc(SCc3nc4ccccc4c(=O)[nH]3)n2C)cc1C
 : -2	2	-2	-5	1	x	12	-6	7	-5	2
43) COc1ccc(NC(=O)CSc2cccc3cccnc23)c(OC)c1
 : -5	1	1	-4	-14	3	-5	9	5	0	-6

3 of the entries above in order of the SRC2 inh value, highest first:
cpd | SMILES | SRC2 inh
5 | CON(C)S(=O)(=O)c1cccc(C(=O)Oc2ccc(N(C)S(=O)(=O)c3ccccc3)cc2)c1 | -3
25 | O=C(CCS(=O)(=O)c1ccc(Br)cc1)N1CCN(Cc2ccccc2)CC1 | -9
35 | CCN1C(=O)c2ccccc2S(=O)c2ccc(C(=O)N3CCN(C(=O)c4ccco4)CC3)cc21 (stereo not drawn) | -19

Entries 18 to 32, reprinted for reference:
Results follow in this order: TROY NFkB inh	NR2F2 inh	EBV LMP1 NFkB	NOD2-RIPK2 inh	SRC2 inh	Vif inh	NR5A2 inv ag	SRC3 inh	NCOA1 inh	TLR9-MyD88 inh	TRAIL sens C8
18) CC(C)OP(=O)(OC(C)C)C(Nc1ccccn1)c1ccc(F)cc1 (stereo not drawn)
 : -11	5	-4	1	-8	-3	5	5	-5	-2	8
19) CCOC(=O)C1=C(COC(=O)/C=C/c2ccc(C)o2)NC(=O)NC1C (stereo not drawn)
 : -20	-19	2	-8	-2	1	-32	3	4	0	0
20) Cc1ccccc1-c1nnc(SCc2ccccc2F)o1
 : -25	-36	-29	-1	-28	0	-136	-108	-111	2	17
21) CCN(CC)CCn1c(=S)[nH]c2cc(C(=O)NCc3ccc(C)cc3)ccc2c1=O
 : -9	0	-7	1	-8	2	3	1	-8	0	19
22) Cc1cc(C(=O)N2CCCC(C(=O)c3cccc4ccccc34)C2)nc(C)n1 (stereo not drawn)
 : 5	-23	4	-5	13	-1	-1	14	6	-1	5
23) CCCS(=O)(=O)c1nc(S(=O)(=O)c2ccc(C)cc2)c(N2CCN(C)CC2)s1
 : 12	2	-4	1	13	-1	-7	-29	5	-21	-5
24) COc1ccc(Cn2nnnc2C(C(C)C)N2CCN(c3ccccc3OC)CC2)cc1 (stereo not drawn)
 : 10	-63	3	-6	3	-12	-1	13	-3	-11	11
25) O=C(CCS(=O)(=O)c1ccc(Br)cc1)N1CCN(Cc2ccccc2)CC1
 : 13	12	-6	2	-9	2	9	-16	-2	0	-12
26) Cc1ccc(OCc2nc(-c3ccc(Cl)cc3)n[nH]2)cc1
 : -33	-27	6	-10	-8	0	-41	0	-11	4	-29
27) CCCN1CCC(CCOc2ccccc2)(C(=O)OCC)CC1
 : 16	13	-1	-3	-18	-4	-20	1	-15	-7	4
28) O=C(NCC1CCN(Cc2ccccc2F)CC1)Nc1cc(F)ccc1F
 : -2	-4	4	9	-9	0	3	6	4	2	5
29) O=C1NC[C@H](CC2CCCCC2)N(CCc2cccc(F)c2)C1=O
 : 10	-3	2	-13	3	8	1	-13	-12	6	20
30) O=c1c2ccccc2nc2n1CCS2(=O)=O
 : -4	-5	7	-1	-19	0	-6	11	-6	x	-30
31) CCC(=O)Nc1nnc(S(=O)(=O)N2CCCc3ccccc32)s1
 : -2	-2	-10	-10	0	10	7	-4	14	-5	19
32) CC(=O)c1ccc(N2CCN(c3ccccc3O)CC2)c([N+](=O)[O-])c1
 : -18	-2	-2	-6	-12	-3	-10	-4	9	4	-6

High-throughput results (PubChem)
